Compound activity: PubChem BioAssay, National Center for Advancing Translational Sciences (NCATS)
TrxR1 substrate: qHTS Assay for Substrates of Mammalian Selenoprotein Thioredoxin Reductase 1 (TrxR1): qHTS | 390,000 compounds, 0.01% hits | Potency, µM (doses to about 114 µM), for the others: top-dose activity change, negative = substrate turnover | AID 588456, 2011 | purified TrxR1 substrate turnover, NADPH consumption readout; also: potency is read from the fitted curve at half-maximal effect; % is scaled to controls: 0 for no effect and ±100 for the full control effect; nearly all actives have a fitted effect of over 50% in size
Target sequence (O89049 whole entry, looked up): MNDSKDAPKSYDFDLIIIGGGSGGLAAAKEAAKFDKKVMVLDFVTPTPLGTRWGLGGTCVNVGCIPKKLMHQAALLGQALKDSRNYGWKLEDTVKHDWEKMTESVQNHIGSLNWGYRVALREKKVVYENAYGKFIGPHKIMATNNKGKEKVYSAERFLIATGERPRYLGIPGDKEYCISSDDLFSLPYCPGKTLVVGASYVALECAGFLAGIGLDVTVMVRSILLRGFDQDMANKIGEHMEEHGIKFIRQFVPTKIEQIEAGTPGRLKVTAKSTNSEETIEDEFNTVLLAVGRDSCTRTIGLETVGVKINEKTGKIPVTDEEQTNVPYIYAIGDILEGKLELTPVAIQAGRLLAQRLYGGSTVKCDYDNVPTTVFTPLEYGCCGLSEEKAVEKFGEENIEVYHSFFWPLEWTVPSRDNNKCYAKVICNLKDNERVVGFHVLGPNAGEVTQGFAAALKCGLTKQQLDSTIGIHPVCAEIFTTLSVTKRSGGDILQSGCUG
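Rat TrxR1, dispensed at 90 nM, was prereduced with 400 uM NADPH (final) for 5 min at ~22 deg C, then incubated with compound 15 min before 400 uM selenite. A first-read NADPH fluorescence drop versus no-compound background flagged substrates.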
RGS4 inh: Inhibitors of Regulator of G Protein Signaling (RGS) 4: qHTS. Potency, µM (series often up to 114 µM), without a hit: at the highest dose activity change, negative = inhibition, actives largely listed as inhibitors. AID 504845, 2011. Transcreener GDP fluorescence polarization, RGS4-accelerated GTP hydrolysis. Regulator of G-protein signaling 4 (Homo sapiens), P49798. 390,000 compounds, 0.039% hits; also: potency is read from the fitted curve at half-maximal effect; % is scaled to controls: 0 for no effect and ±100 for the full control effect; nearly all actives have a fitted effect of over 75% in size; some results filed as inactive show a strong effect at the top dose
Target sequence (P49798 whole entry, looked up): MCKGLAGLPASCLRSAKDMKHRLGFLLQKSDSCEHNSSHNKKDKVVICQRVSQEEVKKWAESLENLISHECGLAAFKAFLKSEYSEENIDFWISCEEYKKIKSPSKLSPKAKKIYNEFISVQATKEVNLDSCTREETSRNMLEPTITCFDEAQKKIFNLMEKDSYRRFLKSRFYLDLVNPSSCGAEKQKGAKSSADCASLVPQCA
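MLSMR compounds (23 nl, pin-transferred) preincubated 10 min at room temperature with a 500nM (2x) first reagent, then RGS4 at 900nM (2x) plus Transcreener GDP mix added; fluorescence polarization (620/688 nm) read before and after 90 min at 30 °C.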
Glioma ERSR ind: qHTS for Inducers of the Endoplasmic Reticulum Stress Response (ERSR) in Human Glioma: qHTS. Potency, µM, without a hit: at the highest dose activation, most hits filed as activators. 420,000 compounds, 0.02% hits. U87-MG GRP78 promoter luciferase reporter, 16 h; also: potency is read from the fitted curve at half-maximal effect; series mostly up to about 76 µM; % of control where 0% means no effect; nearly all actives have a fitted effect of over 35% in size
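Stably transfected U87-MG glioma cells carrying a GRP78-based luciferase sensor; 16 h compound incubation. Luminescence end-point read 10 min after Bright-Glo addition at room temperature.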
mIDH1 inhibitor: qHTS for Inhibitors of mutant isocitrate dehydrogenase 1 (IDH1): qHTS. IDH1-R132H enzyme, NADPH consumption, diaphorase/resazurin fluorescence. Potency, µM (doses to about 76.6 µM), for the others: at the highest dose activity change, negative = inhibition, most hits filed as inhibitors. 390,000 compounds, 0.093% hits; also: potency is read from the fitted curve at half-maximal effect; % is scaled to controls: 0 for no effect and ±100 for the full control effect; nearly all actives have a fitted effect of over 65% in size
Target sequence (O75874 whole entry R132H, stated change not applied): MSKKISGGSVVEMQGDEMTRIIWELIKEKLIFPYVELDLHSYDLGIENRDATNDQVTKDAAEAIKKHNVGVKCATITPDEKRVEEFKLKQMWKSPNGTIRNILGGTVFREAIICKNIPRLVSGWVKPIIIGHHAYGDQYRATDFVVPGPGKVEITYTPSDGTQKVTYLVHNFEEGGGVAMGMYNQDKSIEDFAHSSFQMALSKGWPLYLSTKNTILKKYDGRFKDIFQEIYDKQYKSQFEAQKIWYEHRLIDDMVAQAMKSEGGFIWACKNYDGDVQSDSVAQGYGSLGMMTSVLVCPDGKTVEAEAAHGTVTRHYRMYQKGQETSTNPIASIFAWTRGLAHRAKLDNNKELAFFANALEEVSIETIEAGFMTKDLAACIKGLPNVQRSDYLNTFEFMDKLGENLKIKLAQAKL
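IDH1-R132H (0.5 ug/mL) preincubated 30 min with compound, then NADPH (0.016 mM) and alpha-KG (2 mM) added; 80 min at RT, pH 7.5. Remaining NADPH coupled via diaphorase/resazurin to fluorescence (540/590 nm); concentration-response curves normalized to no-enzyme control.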
Vif-A3F inh: qHTS for Inhibitors of Vif-A3F Interactions: qHTS. HeLa A3F-eYFP + Vif (tagged APOBEC3F with the HIV-1 protein that degrades it), YFP fluorescence increase. Potency, µM (series often up to 46.1 µM), without a hit: at the highest dose activity, negative = active. 390,000 compounds, 0.2% hits; also: potency is read from the fitted curve at half-maximal effect; % of control where 0% means no effect; nearly all actives have a fitted effect of over 65% in size
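HeLa cells stably expressing A3F-eYFP plus Vif, plated and incubated overnight at 37 deg C, then exposed to compounds overnight at 37 deg C. Blocked degradation read as raised yellow fluorescence (Ex 488/Em 500-530).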
LDHA block: qHTS assay for inhibitors of human lactate dehydrogenase | L-lactate dehydrogenase A chain (Homo sapiens), P00338 | purified LDHA, NADH/diaphorase-resazurin fluorescence; stronger effect = lower value | activity change, % (values are at about 110 or 230 µM) | 480,000 compounds, 0.15% hits; in the data active = activity change below about -30%; inconclusive = mostly about -25% to -30%;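 also: plate controls were DMSO wells for no effect and wells without enzyme for full effect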
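Remaining NADH was detected by diaphorase (0.133 mg/mL) converting 37 µM resazurin to fluorescent resorufin, read at 0 and 20 minutes. The preceding 5-minute room-temperature reaction used 2 nM LDHA, 0.2 mM sodium pyruvate and 0.06 mM NADH at pH 7.4.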
TrxR1 inh: qHTS Assay for Inhibitors of Mammalian Selenoprotein Thioredoxin Reductase 1 (TrxR1): qHTS; Thioredoxin reductase 1, cytoplasmic (Rattus norvegicus), O89049; recombinant rTrxR1, NADPH fluorescence consumption, selenite substrate; Potency, µM (doses to about 114 µM), without a hit: at the highest dose activity change, negative = inhibition, most hits filed as inhibitors; 390,000 compounds, 1% hits; AID 588453, 2011; also: potency is read from the fitted curve at half-maximal effect; % is scaled to controls: 0 for no effect and ±100 for the full control effect; nearly all actives have a fitted effect of over 65% in size
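Rat TrxR1 (90 nM in the dispensed reagent) was pre-reduced with 400 uM NADPH for 5 min at room temperature, then incubated with compound for 15 min. After 400 uM selenite was added, NADPH fluorescence (Ex 340/Em 450 nm) was followed for 8 min.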
USP1 inh: Inhibitors of USP1/UAF1: Primary Screen. Ubiquitin carboxyl-terminal hydrolase 1 (Homo sapiens), O94782. recombinant USP1/UAF1, Ub-Rhodamine cleavage fluorescence. Potency, µM (titrated, usually from 57.1 µM), inactives show top-dose activity change, negative = inhibition, actives largely listed as inhibitors. 390,000 compounds, 0.23% hits; also: potency is read from the fitted curve at half-maximal effect; % is scaled to controls: 0 for no effect and ±100 for the full control effect; nearly all actives have a fitted effect of over 60% in size; inactives centre near -12
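USP1/UAF1 complex at 1 nM was preincubated with compound for 15 min at room temperature, then Ub-Rho substrate (150nM final) was added. Fluorescence (480/540 nm) was read kinetically, 6 reads every 60 seconds.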
Vif-A3G inh: qHTS for Inhibitors of Vif-A3G Interactions: qHTS; 410,000 compounds, 0.076% hits; HeLa A3G-eYFP + Vif (tagged APOBEC3G with the HIV-1 protein that degrades it), YFP fluorescence, overnight; Potency, µM (doses to about 46.1 µM), for inactives: at the highest dose activity, negative = active, hits mostly inhibitors; DNA dC->dU-editing enzyme APOBEC-3G (Homo sapiens), Q9HC16;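 also: potency is read from the fitted curve at half-maximal effect; % is scaled to controls: 0 for no effect and ±100 for the full control effect; nearly all actives have a fitted effect of over 60% in size; hits raise eYFP signal because A3G escapes Vif-driven loss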
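Read-out is eYFP fluorescence (Ex 488/Em 500-530) from Vif-expressing HeLa A3G-eYFP cells; more signal means A3G escaped Vif-mediated degradation. Cells plated overnight, compound pinned in, incubated overnight at 37 deg C.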
* hit, by the source's call; ? = inconclusive; . = not tested or not shown; & = joins results of further samples; [ ] = dose if it differs, or a comment. Unless noted, calls follow the shape of the dose curve; as a rule, active = well fitted curve in the direction sought with a large enough effect; inconclusive = small, poorly fitted or top-dose-only effect, or another doubt; inactive = no such curve, though single readings can be large; an effect the other way counts as inactive or inconclusive.

SMILES	TrxR1 substrate	RGS4 inh	Glioma ERSR ind	mIDH1 inhibitor	Vif-A3F inh	LDHA block	TrxR1 inh	USP1 inh	Vif-A3G inh
Cc1ccc(NC(=O)c2sc3nc(C)cc(C)c3c2N)cc1	36.4%[activator][57.1 µM]	-1.7%	-5.5%	9.0%	-15.3%	-12.3	17.0%[57.1 µM]	-11.9%	0.3%
Nc1c(N2CCN(c3ccccc3)CC2)c2ccccc2oc1=O	-7.1%	4.3%	-3.1%	1.8%	-0.8%	-16.8	-6.1%	-11.2%	2.8%
CN1OC[C@@H]2CN[C@H](c3ccc(-c4cc5ccccc5o4)cc3)C[C@@H]21	.	.	-12.2%	-4.3%	2.6%	-3.2	.	-4.5%	-1.4%
CCOC(=O)N1CCC(NC(=O)C2CCN(S(=O)(=O)c3c(C)noc3C)CC2)CC1	-8.5%	-18.9%	-7.3%	1.0%	4.2%	-3.3	-3.4%	-6.9%	-0.4%
O=C(Cc1nc2ccccc2[nH]1)c1ccc(Br)cc1	-11.1%	-17.4%	6.8%	6.9%	6.1%	-5.1	-4.0%	-14.3%	0.4%
CCOc1ccc(CCNC(=O)c2ccc3c(c2)N(Cc2ccc(F)cc2)CCS3)cc1	42.5%[activator]	7.5%	-3.5%	-8.2%	-9.3%	0.0	117.6%[activator]	-1.8%	2.1%
O=C(COC(=O)c1cccc(S(=O)(=O)N2CCN(c3ccccc3)CC2)c1)NCc1ccco1	5.4%	-15.2%	-4.3%	5.0%	-3.7%	-4.1	3.9%[57.1 µM]	-6.9%	-11.3%
O=C1C=C(NCc2ccc(Cl)c(Cl)c2)CC1	0.6%	18.5%	-2.9%	0.5%	4.9%	1.2	12.9%	-15.5%	-6.0%
COc1ccc(N(CC(=O)Nc2cccnc2)S(C)(=O)=O)cc1	-7.5%[57.1 µM]	-28.6%	2.6%	3.4%	5.9%	0.0	25.7%[57.1 µM]	-3.7%	1.6%
COCCCn1c(C(=O)NCCN2CCOCC2)cc2c(=O)n3cccc(C)c3nc21	179.4%[activator]	11.5%	0.6%	4.3%	0.6%	-8.8	23.8%	-11.3%	0.0%
Cc1ccc(F)cc1NC(=O)c1ccc(OCC2CCCO2)cc1 (stereo not given)	0.8%	21.5%	4.5%	23.4%	1.0%	-7.4	20.2%	-8.6%	0.2%
Cc1ccnc2nc(C(=O)N3CCN(S(=O)(=O)c4ccccc4)CC3)nn12	-0.1%[57.1 µM]	14.2%	-2.7%	3.0%	-9.5%	-8.5	-1.4%[57.1 µM]	1.0%	1.2%
CN(c1ccc(C(=O)NC2CCCC2)cc1)S(=O)(=O)c1ccccc1	-2.7%	23.3%	6.1%	2.6%	16.9%	-6.7	-1.3%	-13.9%	2.3%
OC(COc1ccc(CN2CCSCC2)cc1)CN1CCCCC1 (stereo not given)	4.0%	5.7%	3.5%	2.0%	-0.3%	-2.3	15.0%	-8.8%	-2.7%
CCCc1cc(=O)[nH]c(Nc2cc(OC)ccc2OC)n1	-5.8%	3.1%	-1.7%	2.4%	-10.2%	3.3	-2.5%	-5.0%	-0.4%
Nn1c(-c2cccc(Br)c2)n[nH]c1=S	-6.6%	-46.5%	-2.9%	1.7%	-2.7%	-4.5	?	-10.8%	-5.3%
O=C(NCC12CC3CC(CC(C3)C1)C2)c1cc2nc(-c3ccccc3)cc(C(F)(F)F)n2n1	6.1%	-6.3%	-3.5%	-9.1%	1.7%	3.4	13.3%	-17.7%	0.9%
CCc1ccc(-n2nc(C)c3c(C)cc(=O)n(CC(=O)Nc4cc(Cl)ccc4OC)c32)cc1	-2.1%[57.1 µM]	-38.3%	-0.6%	-8.3%	-0.5%	-2.7	7.4%[57.1 µM]	-13.2%	0.1%
O=C(CCCOc1cccc(Br)c1)NC1CCC(O)CC1 (stereo not given)	-4.4%	3.9%	1.1%	7.8%	9.1%	2.1	-11.2%	-5.8%	0.1%
N#Cc1c(-c2ccccc2)cc(-c2ccccc2)nc1SCC(=O)NCC(=O)O	9.1%	-43.9%	-2.6%	-1.4%	-9.7%	-102.2*	3.2%	-16.7%	0.1%
Cc1cccc(NC(=O)C2CCCN(S(=O)(=O)c3c(C)noc3/C=C/N(C)C)C2)c1C (stereo not given)	-7.3%	13.0%	2.5%	0.0%	-2.7%	2.2	5.0%	-13.9%	-3.3%
COc1ccc(-c2cn(CCC(=O)NCc3ccc(C)cc3)c(-c3ccncc3)n2)cc1	5.4%	2.7%	0.9%	2.4%	-0.3%	-10.7	22.6%	9.5%	-0.2%
COc1ccc2c(c1)-c1c(ssc1=S)C(C)(C)N2C(=O)CSC1=NCCS1	-9.0%	17.7%	-4.6%	-3.5%	-2.9%	-8.4	3.9%	-5.0%	1.1%
Cc1ccc(SCC(=O)c2c(C)nc3ccccn23)cc1	-6.4%	12.3%	3.5%	-5.0%	-1.9%	-9.1	13.1%	-6.4%	8.8%
Cc1ccc2c(c1)N(C(=O)CCC(=O)N1CCC(C(N)=O)CC1)CCO2	-5.1%[57.1 µM]	-14.8%	-2.3%	15.1%	2.9%	0.1	9.2%[57.1 µM]	-10.1%	0.8%

Exported with two lines to a compound: entries from further up
Results follow in this order: TrxR1 substrate, RGS4 inh, Glioma ERSR ind, mIDH1 inhibitor, Vif-A3F inh, LDHA block, TrxR1 inh, USP1 inh, Vif-A3G inh
CN(c1ccc(C(=O)NC2CCCC2)cc1)S(=O)(=O)c1ccccc1
  -2.7%, 23.3%, 6.1%, 2.6%, 16.9%, -6.7, -1.3%, -13.9%, 2.3%
CCOC(=O)N1CCC(NC(=O)C2CCN(S(=O)(=O)c3c(C)noc3C)CC2)CC1
  -8.5%, -18.9%, -7.3%, 1.0%, 4.2%, -3.3, -3.4%, -6.9%, -0.4%
CCc1ccc(-n2nc(C)c3c(C)cc(=O)n(CC(=O)Nc4cc(Cl)ccc4OC)c32)cc1
  -2.1%[57.1 µM], -38.3%, -0.6%, -8.3%, -0.5%, -2.7, 7.4%[57.1 µM], -13.2%, 0.1%

More structures follow.
SMILES	TrxR1 substrate	RGS4 inh	Glioma ERSR ind	mIDH1 inhibitor	Vif-A3F inh	LDHA block	TrxR1 inh	USP1 inh	Vif-A3G inh
Cc1ccccc1N1C(=O)C2C3CCC(O3)C2C1=O (stereo not given)	-4.3%[57.1 µM]	8.1%	-2.3%	0.0%	-15.7%	-9.5	3.7%[57.1 µM]	-13.6%	-2.0%
CC1=C(C(=O)OC2CCCCCC2)C(c2cccc(F)c2F)CC(=O)N1 (stereo not given)	-11.5%	18.7%	-1.0%	2.5%	-18.6%	-5.1	-7.5%	-8.9%	3.7%
CCOC(=O)Cn1nc(C)n(-c2cccc(Cl)c2)c1=O	12.6%[57.1 µM]	-4.5%	-6.2%	-2.5%	-4.9%	-11.4	20.6%[57.1 µM]	-17.2%	-1.6%
Cc1ccc(CC(=O)O/N=C(\N)Cc2ccc([N+](=O)[O-])cc2)cc1	4.8%	7.4%	-2.7%	-2.2%	-1.3%	-4.1	35.2%	-23.6%	-5.0%
CCN1CC(CN(C)Cc2nc(-c3ccco3)oc2C)CC1=O (stereo not given)	8.4%[57.1 µM]	-9.3%	0.7%	1.4%	15.1%	-2.3	2.3%	-8.8%	3.0%
CCS(=O)(=O)N1CCC(C(=O)N2CCOCC2)CC1	6.6%[57.1 µM]	5.1%	-4.1%	8.7%	-0.4%	-19.5	-4.1%	?	-0.1%
CCOC(=O)c1[nH]cnc1N=Nc1c(O)ccc2ccccc12	5.4%	-11.3%	-1.6%	2.6%	1.0%	1.9	12.6%	-25.9%	-4.1%
Cc1ccc(S(=O)(=O)N2CCN(C(=O)CC(C)C)CC2)cc1	8.7%	-14.7%	-3.3%	0.0%	5.8%	1.2	31.2%	-18.1%	-7.2%
CNc1snc(C)c1C(=O)OCC(=O)c1ccc(OC)c(F)c1	7.6%	-0.3%	-3.6%	-1.0%	0.7%	-3.2	26.2%	-31.0%	0.2%
CC1=NN(C(=O)Cc2ccc([N+](=O)[O-])cc2)C(O)(c2ccccc2)C1 (stereo not given)	-7.7%	-9.6%	-2.5%	2.3%	-3.5%	0.7	5.6%	-23.3%	-4.2%
CCCc1noc2c1C(c1ccoc1)C(C#N)=C(N)N2 (stereo not given)	-10.7%	-23.2%	-3.7%	22.0%	-2.2%	-1.7	-28.0%	0.4%	-23.7%
CCOc1ccc(NC(=O)CSc2ncnc3c2sc2ccccc23)cc1	2.6%[57.1 µM]	-16.8%&-8.8%	1.5%&0.7%	13.5%&3.1%	2.0%&-15.3%	0.2&1.1	18.0%[57.1 µM]	-25.9%&-5.3%	-7.3%&1.7%

A portion of the library; rates above refer to the full screens.
